Assay outcomes: PubChem, several laboratories
APP 5UTR inh – APP translation inhibition. inhibition, % at 2 µM. SH-SY5Y APP 5'UTR-luciferase reporter, luminescence. actives 0.82% (n = 190,000);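 active = inhibition above a set limit, derived from the sample mean plus 3 SD, cut at about 45% in these data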; note: values of inactives mirror those of a sister screen read the other way
Efa HMGR inh – E. faecalis class II HMG-CoA reductase inhibition; purified E. faecalis HMGR, NADPH absorbance 340 nm kinetic; inhibition, % at 10 µM; actives 0.41% (n = 190,000);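 active = inhibition above a set limit, the median over all tested compounds plus 3 SD, cut at about 9.5% in these data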;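 note: enzyme runs in reverse so mevalonate oxidation gives rising NADPH absorbance; 0% = complete reaction with DMSO and 100% = background rate lacking mevalonate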
FLuc stim CS – affects firefly luciferase, flagging false hits in luciferase stimulation screens; P08659; ATPlite luciferase biochemical, luminescence, 10 min; 0 = ATP-free wells, 1 = DMSO control; activation factor at 10 µM; 200,000 tested, under 10 active; AID 1027;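 active = luciferase activation factor, scaled between plate controls, of at least 2 with compound at 10 µM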
Target sequence (P08659 whole entry, looked up): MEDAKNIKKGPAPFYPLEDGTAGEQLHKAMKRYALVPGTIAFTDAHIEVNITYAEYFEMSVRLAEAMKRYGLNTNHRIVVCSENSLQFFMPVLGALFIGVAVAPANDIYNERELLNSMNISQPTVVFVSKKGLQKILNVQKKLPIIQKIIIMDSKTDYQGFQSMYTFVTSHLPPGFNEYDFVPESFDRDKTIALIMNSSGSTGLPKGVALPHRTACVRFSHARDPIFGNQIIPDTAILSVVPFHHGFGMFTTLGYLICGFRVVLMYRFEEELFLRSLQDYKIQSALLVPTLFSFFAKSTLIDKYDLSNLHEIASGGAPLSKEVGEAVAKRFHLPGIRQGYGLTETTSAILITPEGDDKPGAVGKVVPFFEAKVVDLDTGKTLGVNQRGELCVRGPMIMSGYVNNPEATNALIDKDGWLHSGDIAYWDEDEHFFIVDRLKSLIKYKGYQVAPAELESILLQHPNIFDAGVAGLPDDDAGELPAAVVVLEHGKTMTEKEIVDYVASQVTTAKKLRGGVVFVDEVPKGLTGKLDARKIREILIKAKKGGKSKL
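System: luciferase plus luciferin reagent, cell-free; medium: PBS as buffer for the ATP substrate; dosing: test compounds dosed from 2 mM stocks in 100% DMSO; timing: 10 min post-reagent at room temperature; measured by: luminescence measurement of luciferase light output; evaluation: luciferase activation, seen as luminescence increase over controls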
FLuc inh counter – inhibits firefly luciferase, flagging false hits in luciferase inhibition screens. P08659. inhibition, % at 10 µM. ATPLite firefly luciferase biochemical luminescence, 10 min. actives 1.5% (n = 200,000);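 active = inhibition above about 50% when tested at 10 µM, limit read from the data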
Hsp70 act – Hsp70 transcriptional activation, primary screen | HeLa Hsp70 promoter luciferase reporter, luminescence; scaled: vehicle 0, proteasome-inhibitor control 100% | activation, % at 10 µM | actives 0.04% (n = 200,000) | AID 1203;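 active = activation above the mean across all tested compounds plus 3 SD, cutoff set per campaign, cut at about 5.5% in these data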;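 note: 100% = MG132 at 30 µM as the positive control and 0% = DMSO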
APP 5'UTR act – activates APP 5'UTR luciferase reporter | SH-SY5Y APP 5'UTR luciferase reporter, luminescence; zero percent = DMSO vehicle wells | activation, % at 2 µM | actives 1% (n = 190,000) | AID 1276;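 active = activation above a set limit, based on mean plus 3 SD of controls, cut at about 140% in these data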; note: values of inactives mirror those of a sister screen read the other way
STAT1 act – increases IFN-gamma driven STAT1 reporter signal; NIH 3T3 STAT1-luciferase reporter, luminescence; 100% = IFN-gamma alone, no compound; activation (% of control), % at 5.5 µM; actives 2.6% (n = 200,000); AID 932;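 active = activation above the screen-wide mean activation plus 3 SD, cut at about 130% in these data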;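 note: raw ratio to IFN-gamma control signal so 100% means no change and 0% no light; values of inactives mirror those of a sister screen read the other way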
NF-kB neuron act – raises NF-kB expression in human neuronal cells | NF-kB reporter expression; hits give high values | actives 1.6% (n = 190,000) | AID 1239 | fold change at 12.5 µM; in the data active = fold change above about 3.3
G6PDH counter – inhibits Leuconostoc G6PDH, flagging false hits in G6PDH-based assays | Purified L. mesenteroides G6PDH, diaphorase/resazurin coupled fluorescence, 45 min | inhibition, % at 5 µM | actives 0.12% (n = 200,000); in the data active = inhibition above about 50%
DTT redox prof – compounds producing H2O2 with reducing agent – biochemical, NIH compound library profiling, artefact control for MLSCN library redox annotation, primary screen | DTT-dependent redox cycling H2O2, phenol red/HRP absorbance; 100% = 100 µM peroxide control, 0% = buffer | AID 878 | activation, % at 10 µM | actives 0.03% (n = 200,000);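 active = activation of at least 50% relative to the plate's high and low controls in the primary single-dose screen; inactive = activation below 50%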;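 note: compound incubated with DTT at 0.8 mM final as the reducing agent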
An asterisk follows results filed as active; . = not tested or not shown.

SMILES	APP 5UTR inh	Efa HMGR inh	FLuc stim CS	FLuc inh counter	Hsp70 act	APP 5'UTR act	STAT1 act	NF-kB neuron act	G6PDH counter	DTT redox prof
O=C(CCn1cnc2ccccc2c1=O)Nc1cccc(Cl)c1	8	-5	1.1	-7	-0.4	-8	104	1.4	-8	2.5
CCOc1ccc(C(=S)NC2CCCCC2)cc1	-67	4	0.9	7	0.1	67	120	1.8	6	1.6
Cc1cc(CNC(=O)CC2C(=O)NCCN2Cc2ccccc2C(F)(F)F)on1 (centres undefined)	-14	-7	1.1	-8	-0.5	14	83	1.2	9	-1.3
Cc1cc2c(c(SCC(=O)NCc3ccc(Cl)cc3)n1)C(=O)OC2	-25	0	1	-1	-0.5	25	102	1.1	2	-1.2
CC(C)(C)n1nc2c(c1NC(=O)Cc1ccc(F)cc1)CSC2	-17	3	1.1	-8	0.2	17	97	1.1	-6	-1.6
Cc1ccc(S(=O)(=O)NC(=O)NCc2ccc(Cl)cc2)cc1	24	2	1.1	-8	0.0	-24	97	0.88	2	0.2
O=C(Cn1c(=O)oc2cc(S(=O)(=O)N3CCCC3)ccc21)Nc1cccc(C(F)(F)F)c1	-12	-1	1	-1	-0.1	12	79	0.82	10	1.8
CC(=O)N/N=C/c1cc2c(cc1[N+](=O)[O-])OCO2	-10	4	1	-2	0.0	11	104	1	4	0.2
CCc1ccc(N2C(=O)Nc3ccccc3C2(O)C(=O)N2CCN(c3ccccn3)CC2)cc1 (centres undefined)	-15	7	0.9	13	-0.2	15	114	1.3	-1	-0.1
O=C(c1cc2cc([N+](=O)[O-])ccc2oc1=O)N1CCN(C2CCCCC2)CC1	16	9.7*	1	-3	0.3	-16	106	1.2	8	0.2
COC(=O)Nc1ccc(S(=O)(=O)N(CCO)CCO)cc1	-9	-7	1.1	-6	-0.4	9	97	1	13	0.5
Cc1nc(NC(=O)c2ccc3c(c2)OCO3)ccc1Br	-106	0	0.7	28	0.7	106	156*	4*	15	-0.2
Cc1cc(NC(=O)c2ccc3nc(C)sc3c2)no1	-67	-8	0.9	11	-0.3	67	88	2.2	2	-1.7
CCOC(=O)c1cnc2ccccc2c1Nc1cccc(C(=O)O)c1	24	0	0.1	86*	-0.2	-23	100	1.1	4	-0.2
O=C(N/N=C/c1cccs1)c1cccc(NC(=O)c2ccc(Cl)cc2)c1	10	0	0.9	7	-0.5	-10	98	1.1	-22	0.2
Cc1noc(C)c1CSCC(=O)NC1=NCCS1	3	.	1.1	-6	-0.4	-3	101	.	-1	-3.7
O=C(CCNC(=O)c1ccccc1Cl)Nc1cc(C(F)(F)F)ccc1Cl	-11	-2	1.1	-5	-0.2	11	97	1.1	4	-0.2
CCN1CCN(c2cc(=O)n(-c3cc(Cl)ccc3C)c(=O)[nH]2)CC1	-9	-4	1	-4	0.0	9	99	1	5	2.4
CS(=O)(=O)c1nc(-c2cccs2)cc(C(F)(F)F)n1	43	-3	1	-4	1.0	-43	62	0.83	3	-0.1
CC1CCN(S(=O)(=O)c2cccc(C(=O)Nc3ccccc3)c2)CC1	-13	-3	1.1	-6	-0.4	13	102	1.1	11	-0.5
COc1cccc(C2CC(c3cccs3)Nc3ncnn32)c1 (centres undefined)	8	-5	1	-2	-0.3	-8	96	1.1	7	-0.6
CCN(CC)S(=O)(=O)c1cccc(C(=O)NC2CCCCC2)c1	12	2	1	-1	-0.2	-12	106	1.3	1	2.2
CC1=NOC(=O)/C1=C\c1ccc(-c2ccc(Br)cc2C(=O)O)o1	13	0	0.9	6	-0.1	-13	100	1.1	0	-2.3
C=CCSc1n[nH]c(-c2ccc(OCCC)cc2)n1	-103	-3	0.9	13	0.2	103	150*	3.8*	4	0.2
COC(=O)c1ccc([N+](=O)[O-])cc1N1C(=O)C2C3CCC(C3)C2C1=O (centres undefined)	-4	-1	1	-2	0.1	4	99	0.95	19	-0.4

Reprinted from the part before: 2 entries, then new ones.
SMILES	APP 5UTR inh	Efa HMGR inh	FLuc stim CS	FLuc inh counter	Hsp70 act	APP 5'UTR act	STAT1 act	NF-kB neuron act	G6PDH counter	DTT redox prof
C=CCSc1n[nH]c(-c2ccc(OCCC)cc2)n1	-103	-3	0.9	13	0.2	103	150*	3.8*	4	0.2
COC(=O)c1ccc([N+](=O)[O-])cc1N1C(=O)C2C3CCC(C3)C2C1=O (centres undefined)	-4	-1	1	-2	0.1	4	99	0.95	19	-0.4
COC(=O)C1Sc2[nH]c(=O)sc2C(c2ccc(Cl)cc2)C1C(=O)OC (centres undefined)	-20	-2	1.1	-6	-0.2	21	95	1.1	4	-0.8
CNc1nc2cc([N+](=O)[O-])c([N+](=O)[O-])cc2nc1NC	-18	-10	1	-2	-0.5	18	82	0.77	-7	1.0
COc1cccc(N2C(=O)CC(N3CCN(C(=O)c4ccco4)CC3)C2=O)c1 (centres undefined)	4	-4	1	-2	0.3	-4	100	1.1	16	-1.1
CCOc1ncccc1C(=O)N(C)CC(=O)Nc1ccccc1SC	-13	-6	1	-3	0.0	13	95	1	-3	0.0
CCOC(=O)CSc1nnc2n(C3CCCCC3)c(=O)c3c4c(sc3n12)CCCC4	3	-1	1.1	-9	-0.1	-3	94	0.43	2	-1.3
C/C(C/C(C)=C1/SC(=S)NC1=O)=C1\SC(=S)NC1=O	12	7	0.9	6	0.3	-12	100	0.92	6	6.4
CCCCOc1ccc(C(=O)N/C(=C/C=C/c2ccccc2)C(=O)O)cc1	-7	1	0.9	8	-0.3	7	106	1.1	-1	0.0
Cc1ccc(S(=O)(=O)NC(CC(C)C)C(=O)Nc2nccs2)cc1 (centres undefined)	24	-2	1.1	-5	-0.1	-24	106	0.7	-1	0.1
COc1ccc2nc(NCc3ccccc3)[nH]c2c1	-18	-6	0.8	18	0.2	18	121	1.7	-1	0.0
Cc1ncc([N+](=O)[O-])n1CC(=O)NC1CCCC1	-18	3	1	-5	-0.4	18	102	1.4	19	0.8
CC(OC(=O)c1ccc2ncsc2c1)C(=O)N1CCCC1 (centres undefined)	-5	-2	1	1	-0.2	5	100	1.2	-1	-1.6
c1ccc(C2Nc3ccccc3-c3nc4ccccc4n32)nc1 (centres undefined)	-22	-3	0.6	38	0.0	22	115	1.4	1	-0.1
CCn1nccc1C(=O)Nc1ccc(S(=O)(=O)NC23CC4CC(CC(C4)C2)C3)cc1	4	-1	1	4	-0.2	-4	94	0.75	-3	0.4
ClCc1csc(-c2ccccc2Cl)n1	-1	-8	1	-4	-0.1	1	110	1.1	3	-0.8
N#Cc1nc(Cc2cccc3ccccc23)oc1N1CCN(c2ccccc2)CC1	-2	1	1	-5	-0.3	2	102	1.5	7	0.6
O=C(Nc1cccc(S(=O)(=O)N2CCCC2)c1)c1ccc2c(=O)n3c(nc2c1)CCCCC3	-1	0	1	2	-0.6	1	92	0.37	13	0.3
O=c1cc(N2CCC3(CC2)OCCO3)[nH]c(=O)n1-c1ccc(Cl)cc1	-5	1	1	-2	-0.3	5	99	1.1	3	9.3
O=C(COC(=O)C(O)c1ccccc1)NC12CC3CC(CC(C3)C1)C2 (centres undefined)	-2	-10	1.1	-7	-0.1	2	91	1.1	-2	-2.3
COc1ccccc1OC(=O)CCc1nc2ccccc2s1	-15	1	0.8	16	-0.2	15	105	1.1	12	-2.9
CSc1nc(O)cc(=O)n1-c1ccc(F)cc1	4	-2	1	-3	-0.2	-4	104	1.3	2	0.2
COc1ccc(NC(=O)CCCNS(=O)(=O)c2cccs2)cc1	10	2	1.1	-8	-0.2	-11	102	1.1	4	-0.5
Cc1ccc(C(=O)NCCn2ccc3ccccc32)cc1[N+](=O)[O-]	3	4	1.1	-6	-0.1	-3	111	1.3	2	-0.8
Cc1ccc2c(c1)c(N=O)c(O)n2Cc1ccc(Cl)cc1	2	1	1	-1	-0.1	-2	97	0.62	19	-0.7
Cc1[nH]c2ccccc2c1/C=N/Nc1nncn1N	-134	0	0.8	21	0.0	134	123	1.6	8	-1.3
CCOC(=O)NC(=O)CSc1nc2ccccc2[nH]1	1	1	1	-1	-0.1	-1	100	1.2	3	0.1

In the list so far, these contain bromine.
SMILES	APP 5UTR inh	Efa HMGR inh	FLuc stim CS	FLuc inh counter	Hsp70 act	APP 5'UTR act	STAT1 act	NF-kB neuron act	G6PDH counter	DTT redox prof
Cc1nc(NC(=O)c2ccc3c(c2)OCO3)ccc1Br	-106	0	0.7	28	0.7	106	156*	4*	15	-0.2
CC1=NOC(=O)/C1=C\c1ccc(-c2ccc(Br)cc2C(=O)O)o1	13	0	0.9	6	-0.1	-13	100	1.1	0	-2.3

More records:
SMILES	APP 5UTR inh	Efa HMGR inh	FLuc stim CS	FLuc inh counter	Hsp70 act	APP 5'UTR act	STAT1 act	NF-kB neuron act	G6PDH counter	DTT redox prof
CC(Oc1ccccc1)c1ccnc2nc(/N=C/N(C)C)nn12 (centres undefined)	-10	-2	1.1	-9	-0.3	10	98	0.99	7	-1.6
O=c1nc2s/c(=C\c3ccco3)c(=O)n2nc1Cc1ccccc1	-3	1	1	-4	-0.3	3	96	0.97	3	1.8
O=C(CN(C(=O)CCC(=O)Nc1ccccn1)c1ccc2c(c1)OCCO2)NCCc1ccccc1	.	0	1.1	-5	.	.	.	0.91	9	.
Cc1ccc(-c2noc(CSc3nnc(Cc4cccs4)n3-c3ccccc3)n2)cc1	0	-1	1	-2	0.0	0	97	0.82	-17	0.1
C/C(=N\Nc1cccc(C(=O)O)c1)c1cc2ccccc2o1	-38	-10	1	2	0.0	38	111	1	1	0.6
CC(=O)Nc1ccc(S(=O)(=O)N(C)CC(=O)OCC(=O)Nc2ccc3c(c2)OCO3)cc1	-4	0	1.1	-6	-0.6	4	102	1.2	9	0.2
CCOC(=O)N1CCC(NC(=O)c2cc(C(=O)Nc3cccc(OC)c3)ccc2CO)CC1	6	3	1.1	-7	0.1	-6	95	0.9	-5	-0.4
CC1=CC(C)(C)N(S(=O)(=O)c2ccc(C)cc2)c2ccc(C)cc21	50*	-2	1.1	-8	0.1	-50	100	3.1	1	0.2
CC(C)Cn1c(N)c(C(=O)COC(=O)c2ccccc2F)c(=O)n(C)c1=O	-4	-11	1	-4	-0.3	4	91	0.88	3	-0.5
CC(Sc1nc(O)c(-c2ccccc2)c(=O)[nH]1)C(=O)Nc1ccc(Cl)cc1 (centres undefined)	14	0	1	0	0.1	-14	107	1.5	-4	1.6
CC(Sc1nc2ccccc2s1)C(=O)Nc1ccc2c(c1)OCO2 (centres undefined)	4	0	1	0	-0.2	-4	103	1	9	0.1
CCOC(=O)C1=C(CC)Nc2ccccc2N/C1=N\S(=O)(=O)c1cc(Br)ccc1Br	-11	5	1	3	0.1	11	92	0.88	-3	-0.1
COc1ccc(CNC(=O)C2CCN(C(=O)N3CCOc4ccc(C)cc43)CC2)cc1	7	-7	1.1	-7	-0.1	-7	97	1.2	5	-0.1
OCCN1CCN(C(=S)NC2CCCC2)CC1	7	-1	1.1	-7	1.5	-7	93	1.1	8	-0.2
O=C(N=C1c2ccccc2CN1c1ccc(F)cc1)c1ccc(Cl)nc1	11	-3	1	1	-0.5	-11	94	1.2	10	0.3
O=C(Cn1c(=O)c(=O)n(Cc2ccccc2)c2ccc(Cl)cc21)Nc1cccc(F)c1	16	-1	1.1	-9	-0.5	-16	104	1.2	-19	0.6
Cc1nn(CC(=O)Nc2ccc(S(=O)(=O)N(C)C)cc2)c(C)c1[N+](=O)[O-]	16	1	1.2	-18	-0.2	-16	95	0.97	8	-0.2
